CHOP UPR activ: apoptotic UPR (CHOP) activation | CHO-CHOP luciferase reporter, luminescence; percent of tunicamycin response over DMSO baseline | activation, % at 10 µM | 0.34% of 330,000 active;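 active = at 10 µM dose, activation of 40% or more, normalized to positive control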;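 note: 100% = tunicamycin at 10 µg/mL and 0% = DMSO alone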
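System: CHO-CHOP luciferase reporter cell line; amount: 500 cells/well; buffer or medium: F12 medium containing 10% fetal bovine serum; incubation: 6 h compound exposure at 37 °C after overnight seeding; measured by: luciferase luminescence after 10 min with Steady-Glo reagent; evaluation: % reporter activation, DMSO baseline versus tunicamycin full activation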
tim23-1 inh: inhibits growth of tim23-1 mutant yeast. S. cerevisiae tim23-1 growth, BacTiter-Glo luminescence, 24 h. inhibition, % at 20 µM. 1.3% of 330,000 active;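 active = growth inhibition of the mutant yeast at or above 50%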;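 note: temperature-sensitive mutant grown at 25 °C; plate controls were DMSO-treated mutant yeast for no effect and medium wells lacking yeast for full effect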
APJ agonist: activates the human apelin receptor APJ. P35414. 0.11% of 330,000 active. activation, % at 20 µM. CHO-K1 APJ PathHunter beta-arrestin, luminescence; 0% DMSO wells, 100% apelin. AID 2520;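 active = activation more than six SD over the plate average, tested at 20 µM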;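 note: 0% = DMSO alone and 100% = apelin-13 at 10 nM; some results filed as inactive read as strong as hits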
Target sequence (P35414 whole entry, looked up): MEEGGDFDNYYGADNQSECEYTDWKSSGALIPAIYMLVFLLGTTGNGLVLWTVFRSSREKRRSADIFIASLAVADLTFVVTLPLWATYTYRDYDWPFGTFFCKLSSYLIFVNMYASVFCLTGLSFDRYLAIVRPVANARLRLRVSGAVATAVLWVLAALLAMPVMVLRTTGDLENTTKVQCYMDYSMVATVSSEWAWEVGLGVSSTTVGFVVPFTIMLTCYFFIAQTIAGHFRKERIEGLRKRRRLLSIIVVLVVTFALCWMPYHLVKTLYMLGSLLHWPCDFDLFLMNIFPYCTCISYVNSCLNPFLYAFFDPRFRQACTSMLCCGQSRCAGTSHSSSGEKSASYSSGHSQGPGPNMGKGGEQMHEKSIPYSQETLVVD
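Material: engineered CHO-K1 APJ arrestin reporter cells; amount: 1000 CHO-K1 reporter cells seeded per well; incubation: compound stimulation 90 min at 25 °C, detection 60 min; signal: luminescent beta-gal fragment complementation, chemiluminescent substrate; read-out basis: APJ agonist activity; controls: DMSO-only wells as negative, 10 nM Apelin-13 as positive control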
TIM10 inh: growth inhibitors of TIM10 yeast strain. 1.4% of 330,000 active. S. cerevisiae TIM10 strain growth, BacTiter-Glo luminescence, 24 h. inhibition, % at 10 µM;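 active = inhibition of 40% or more at the single tested concentration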;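 note: wild-type TIM10 isogenic control strain grown at permissive 25 °C; 0% = DMSO yeast wells and 100% = minimal medium wells without yeast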
Mdm2-MdmX inh: disrupts the human Mdm2-MdmX interaction | SaOS-2 split-luciferase Mdm2/MdmX complementation, luminescence | inhibition, % at 8 µM | 3% of 330,000 active;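 active = inhibition of at least 50% at 8 µM in the primary screen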
tim10-1 inh: tim10-1 yeast growth inhibition. S. cerevisiae tim10-1 ts strain growth, BacTiter-Glo, 24 h. inhibition, % at 20 µM. 2.2% of 330,000 active;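 active = inhibition of at least 40%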;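 note: mutant grown at 25 °C; 0% = DMSO wells with yeast and 100% = wells holding no yeast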
CXCR6 inh: blocks human CXCR6 beta-arrestin recruitment; O00574; CHO-K1 PathHunter CXCR6 beta-arrestin, luminescence; inhibition, % at 20 µM; 0.36% of 360,000 active; AID 602244; in the data active = inhibition above about 34%, passing the limit was not always enough;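 note: antagonist mode with CXCL16 agonist at 10 nM final; 0% = 10 nM CXCL16 with DMSO and 100% = unstimulated wells without agonist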
Target sequence (O00574 whole entry, looked up): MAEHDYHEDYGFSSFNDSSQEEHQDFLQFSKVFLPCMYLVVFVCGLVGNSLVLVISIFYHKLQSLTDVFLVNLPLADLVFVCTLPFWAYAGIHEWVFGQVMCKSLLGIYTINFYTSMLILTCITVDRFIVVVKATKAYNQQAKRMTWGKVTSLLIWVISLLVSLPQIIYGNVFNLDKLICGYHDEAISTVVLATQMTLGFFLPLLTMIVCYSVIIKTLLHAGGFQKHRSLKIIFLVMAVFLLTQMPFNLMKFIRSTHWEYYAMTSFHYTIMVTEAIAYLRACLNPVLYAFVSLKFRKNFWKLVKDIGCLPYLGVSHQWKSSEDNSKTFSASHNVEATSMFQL
UPR XBP1 act: activators of adaptive arm of unfolded protein response (XBP1). CHO-XBP1 luciferase reporter, IRE1-XBP1 UPR activation, luminescence; percent of tunicamycin response, DMSO as zero. activation, % at 20 µM. 0.33% of 330,000 active. AID 463104;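 active = versus positive control, 20 µM dose yields 30% or more activation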;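 note: 100% = tunicamycin at 10 µg/mL and 0% = DMSO only wells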
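Assay system: IRE1-XBP1 luciferase reporter CHO line. Input: 1000 cells/well. Buffer or medium: F12 with 10% serum. Doses: 20 µM, 1% DMSO. Times: overnight seeding at 37 °C, 6 h compound treatment at 37 °C. Technique: Steady-Glo luciferase glow luminescence, 10 min after reagent addition.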
APJ antag: APJ receptor antagonism. P35414. CHO-K1 APJ beta-arrestin complementation, luminescence. inhibition, % at 20 µM. 0.32% of 330,000 active. AID 2521;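 active = inhibition above about 40% at 20 µM, limit read from the data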;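 note: cells challenged with 10 nM apelin-13 agonist together with compound; plate controls were apelin-13 plus DMSO wells for no effect and DMSO wells lacking apelin-13 for full effect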
An asterisk follows results filed as active. A portion of the library (hit frequency here may not be typical).

item	canonical_smiles	CHOP UPR activ	tim23-1 inh	APJ agonist	TIM10 inh	Mdm2-MdmX inh
1	O=C1c2nc3cc(-c4ccco4)[nH]n3c(=O)c2CN1Cc1ccccc1	-1.6	7.4	-0.4	10.6	-6.5
2	O=C(Cn1nc(-c2ccccc2F)ccc1=O)Nc1ccc(S(=O)(=O)N2CCCCCC2)cc1	1.1	0.4	-3.1	-3.2	-2.3
3	COC(=O)[C@H](CCSC)NC(=O)Cn1cnc2c(SC)nc(N)nc21	0.2	5.5	-1.4	4.3	0.8
4	COc1ccc(N2CCN(Cc3nc4scc(-c5ccccc5)c4c(=O)[nH]3)CC2)cc1	-1.7	4.8	-4.5	29.0	12.0
5	O=C(NCc1cccs1)C1CCN(S(=O)(=O)c2cccs2)CC1	-2.4	11.7	-3.7	2.0	-4.4
6	Cc1ccc(/C=[N+](\[O-])c2ccccc2C)o1	1.7	13.0	0.1	6.6	8.2
7	CCC(C)C(NC(N)=O)C(=O)Nc1ccc(OCc2ccccc2)cc1 (configuration not stated)	3.1	6.3	0.9	-7.8	-4.4
8	Cc1cc(C)c2c(c1)N[C@H](c1cccs1)[C@@H]1CCO[C@H]21	0.0	27.6	-1.8	30.0	-8.9

item	tim10-1 inh	CXCR6 inh	UPR XBP1 act	APJ antag
1	1.9	-0.3	-0.7	3.1
2	17.4	0.7	0.5	-0.9
3	-2.4	-0.9	-2.5	4.7
4	20.9	7.2	-4.6	17.1
5	4.8	0.3	-1.8	-0.1
6	5.0	-5.3	-6.0	-0.2
7	0.5	3.4	2.3	1.2
8	37.6	-5.5	-2.3	0.8

The last four entries of the section above lead into the next.
item	canonical_smiles	CHOP UPR activ	tim23-1 inh	APJ agonist	TIM10 inh	Mdm2-MdmX inh
5	O=C(NCc1cccs1)C1CCN(S(=O)(=O)c2cccs2)CC1	-2.4	11.7	-3.7	2.0	-4.4
6	Cc1ccc(/C=[N+](\[O-])c2ccccc2C)o1	1.7	13.0	0.1	6.6	8.2
7	CCC(C)C(NC(N)=O)C(=O)Nc1ccc(OCc2ccccc2)cc1 (configuration not stated)	3.1	6.3	0.9	-7.8	-4.4
8	Cc1cc(C)c2c(c1)N[C@H](c1cccs1)[C@@H]1CCO[C@H]21	0.0	27.6	-1.8	30.0	-8.9
9	Cc1cccc(C2CC3(CC(C)(C)NC(=S)N3)Oc3cc(O)ccc32)c1 (configuration not stated)	-0.2	10.0	-0.7	-4.2	5.3
10	CS(=O)(=O)c1ccc(Cl)c(NC(=O)COc2ccc3c(c2)CCC3)c1	-0.3	12.2	12.6	9.4	8.1
11	Cn1c(Cn2c(=O)sc3ccccc32)nnc1SCC(=O)NC1CCCC1	0.6	-3.8	-0.2	-4.7	14.1
12	CC(/C=C/c1ccc(O)cc1)=N/O	5.5	9.2	-3.6	-4.0	11.4
13	Cc1ccc(S(=O)(=O)N2CCOC2CNC(=O)C(=O)NCCN(C)C)cc1 (configuration not stated)	-0.4	10.2	-2.9	-1.3	12.6
14	Cn1c(SCC(=O)N2CCCCC2)nc2cccnc21	-0.2	3.4	-5.3	-4.7	0.9
15	O=C(CN1CCN(c2ccc(F)cc2)CC1)Nc1cccnc1Cl	-2.5	19.9	-1.1	-7.5	10.9
16	Cc1[nH][nH]c(=O)c1C(c1ccc([N+](=O)[O-])cc1)c1c(C)[nH][nH]c1=O	0.9	10.9	-1.0	-4.7	10.1

item	tim10-1 inh	CXCR6 inh	UPR XBP1 act	APJ antag
5	4.8	0.3	-1.8	-0.1
6	5.0	-5.3	-6.0	-0.2
7	0.5	3.4	2.3	1.2
8	37.6	-5.5	-2.3	0.8
9	-17.2	14.5	-1.7	10.1
10	12.4	-6.2	2.3	-1.8
11	-6.3	12.3	2.9	-34.5
12	3.0	2.8	1.9	7.7
13	7.4	-3.4	-4.6	15.6
14	17.2	10.5	0.7	-6.8
15	11.6	-3.6	1.2	10.1
16	3.0	11.1	-1.4	14.5

Other structures follow.
item	canonical_smiles	CHOP UPR activ	tim23-1 inh	APJ agonist	TIM10 inh	Mdm2-MdmX inh
17	COc1ccc(C(=O)Nc2nc(-c3ccccc3)c(C(C)=O)s2)c(OC)c1	6.0	-5.0	-2.9	4.1	57.9*
18	O=C(COC(=O)CNC(=O)c1ccco1)Nc1ccc(Cl)cn1	2.9	4.6	-0.4	4.3	23.3
19	CN(CC(=O)Nc1cccc(F)c1)C(=O)c1cc(=O)[nH]c2ccccc12	-0.3	-6.9	-0.1	-2.9	19.8
20	CN(C)C(CNC(=O)c1coc2ccccc2c1=O)c1ccccc1 (configuration not stated)	1.8	12.6	-0.7	-19.1	34.8
21	COc1cc(C(=O)Nc2oc(-c3ccccc3)c(-c3ccccc3)c2C#N)cc(OC)c1OC	-1.1	31.6	-4.6	21.4	1.9
22	CC(C)OCCCn1c(SCC(=O)N2CCCC2=O)nc2ccccc2c1=O	0.6	18.2	-6.5	4.5	23.0
23	COc1ccc(/C=N/NC(=O)c2ccc(CSc3nc(C)cc(C)n3)cc2)c(OC)c1OC	1.7	12.8	3.8	-0.3	7.4
24	CC(=O)N(Cc1ccc(Cl)cc1)c1cnccn1	-1.0	11.5	-0.7	-8.6	6.7

item	tim10-1 inh	CXCR6 inh	UPR XBP1 act	APJ antag
17	5.3	8.7	7.2	14.4
18	-7.4	4.5	-5.0	4.1
19	-3.1	4.0	0.9	7.7
20	7.9	2.9	-3.8	0.5
21	32.8	4.1	3.8	15.6
22	13.7	1.4	-0.8	17.2
23	21.4	1.9	0.7	3.3
24	15.1	2.2	-1.5	-5.1

The list goes on.
item	canonical_smiles	CHOP UPR activ	tim23-1 inh	APJ agonist	TIM10 inh	Mdm2-MdmX inh
25	CC[C@@]12C(=O)N(c3ccc(OC)cc3)C(=O)N1[C@H](c1ccc(Cl)cc1)[C@@H]1C(=O)N(C3CCCCC3)C(=O)[C@@H]12	1.7	14.3	-1.5	6.9	50.0
26	Oc1cccc(NC(=S)N=Nc2c(O)[nH]c3ccc(Br)cc23)c1	1.3	20.4	-5.1	23.6	56.3*
27	Cc1cccc2cc(C(c3nnnn3C(C)(C)C)N(Cc3ccco3)CC3CCCO3)c(=O)[nH]c12 (configuration not stated)	-0.9	30.3	-2.9	31.3	6.7
28	O=C(O)c1ccc2oc(=O)c(S(=O)(=O)c3ccccc3)cc2c1	0.9	-2.2	-3.6	2.6	-8.8
29	Cc1ccc(C)c(NC(=O)/C(C#N)=C/c2ccc[nH]2)c1	3.4	22.9	-3.1	6.2	22.2
30	COc1ccc(CCN(C)C(=O)c2cc(=O)c3ccccc3o2)cc1OC	0.6	15.9	0.5	12.1	6.8
31	Cc1ccccc1OCC(=O)NCC(=O)OCc1ccc(Br)cc1	0.1	26.1	2.2	4.0	-1.7
32	O=C1c2ccccc2NC(c2ccccc2)N1Cc1ccccc1 (configuration not stated)	-0.2	12.5	-1.3	2.4	7.1

item	tim10-1 inh	CXCR6 inh	UPR XBP1 act	APJ antag
25	-13.7	-3.7	1.5	-43.9
26	12.6	38.7	0.1	23.6
27	22.3	4.9	-2.6	6.0
28	0.7	6.8	-0.8	13.6
29	18.7	-4.1	-2.6	-27.3
30	9.7	0.8	-1.2	5.3
31	32.1	-8.1	-3.2	-3.0
32	23.5	-2.7	-0.6	-4.3

Results in sequence from the entries so far:
Entries 13 to 21 in CXCR6 inh read -3.4, 10.5, -3.6, 11.1, 8.7, 4.5, 4.0, 2.9, 4.1
Entries 13 to 21 in tim23-1 inh read 10.2, 3.4, 19.9, 10.9, -5.0, 4.6, -6.9, 12.6, 31.6
Entries 13 to 21 in TIM10 inh read -1.3, -4.7, -7.5, -4.7, 4.1, 4.3, -2.9, -19.1, 21.4

(cont.)
item	canonical_smiles	CHOP UPR activ	tim23-1 inh	APJ agonist	TIM10 inh	Mdm2-MdmX inh
33	NNC(=O)c1cc2ccccc2[nH]1	0.7	1.8	1.9	-1.5	-2.4
34	CCCNC(=O)C(Cc1ccccc1F)NC(=O)c1ccccn1 (configuration not stated)	1.1	18.2	-2.9	8.9	-2.2
35	O=[N+]([O-])c1cn(Cc2ccccc2)cn1	0.5	6.3	2.0	9.4	-13.5
36	O=C1NC(c2ccccc2)CCO1 (configuration not stated)	1.5	13.4	10.5	-10.8	1.2
37	Cc1cc(=O)[nH]c(SCC(=O)N2c3ccccc3CC2C)n1 (configuration not stated)	-0.1	15.6	2.5	20.6	1.9
38	NS(=O)(=O)c1ccc(NNC(=O)c2ccccc2C(=O)O)cc1	0.2	-0.1	3.2	11.6	-21.7
39	Cc1ccc(CNc2cccnc2)cc1	3.2	11.2	-1.4	10.1	10.1
40	CCOc1ccc(NC(=O)CNC(=O)c2ccc(OC)c(OC)c2)cc1	0.0	9.7	-4.6	-9.9	17.3

item	tim10-1 inh	CXCR6 inh	UPR XBP1 act	APJ antag
33	-18.8	-13.8	-1.1	-11.2
34	15.9	-4.3	0.3	8.9
35	6.5	-4.7	0.6	-0.2
36	9.0	-0.2	0.8	9.3
37	13.1	-2.4	-0.9	4.5
38	2.0	12.0	0.0	-8.5
39	-4.1	5.8	-0.9	8.2
40	-10.5	0.6	-1.5	11.5

Continuation.
item	canonical_smiles	CHOP UPR activ	tim23-1 inh	APJ agonist	TIM10 inh	Mdm2-MdmX inh
41	COc1ccc(C(C)=O)cc1CC(=O)NCCCn1ccnc1	-0.9	-7.6	-1.5	9.6	14.1
42	CNS(=O)(=O)c1cccc(C(=O)OCCCC(=O)c2ccccc2)c1	1.6	11.3	-2.0	-12.3	20.8
43	CCCn1c(SCCc2ccccc2)nc2c1c(=O)[nH]c(=O)n2C	1.5	14.1	-0.5	-4.9	9.2
44	Cc1ccc(OCC(=O)NCCNC(=O)c2ccco2)cc1	0.2	5.8	-1.9	-4.7	-8.8
45	O=C(CN1C(=O)c2ccccc2C1=O)OCc1nc2ccsc2c(=O)[nH]1	-1.5	14.9	0.9	8.9	-26.7
46	O=C(Nc1ccccc1N1CCCCC1)c1cnccn1	-3.0	27.1	-1.6	-8.9	17.5
47	CCCCNc1ncnc2c1cnn2-c1ccccc1	8.1	-0.6	-2.9	1.7	-34.3

item	tim10-1 inh	CXCR6 inh	UPR XBP1 act	APJ antag
41	-14.6	3.2	-3.0	-8.1
42	3.9	-2.0	-2.1	-2.5
43	7.5	-1.0	7.0	-22.6
44	7.3	2.9	1.6	-2.0
45	9.8	-1.8	-1.3	4.6
46	11.8	3.8	3.9	9.9
47	-19.7	2.8	0.0	-5.0
